Compound activity deposited in PubChem BioAssay by Broad Institute.
FN deposit inh: fibronectin deposition inhibition; AID 743247; inhibition, % at 12.6 µM; 0.086% of 350,000 active; AH1F fibroblasts, Alexa488-fibronectin deposition fluorescence, overnight;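 active = mean inhibition across replicates of 30% or more, regardless of how many single replicates reach that level; inconclusive = mean under 30% yet at least half of replicates reach 30%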;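 note: positive control wells lacked labelled fibronectin entirely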
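Test system: AH1F fibroblast monolayer depositing Alexa488-labelled fibronectin into matrix. Input: 10000 cells per well. Technique: fluorescence, ex 485 nm, em 525 nm. Buffer or medium: DMEM plus 2% serum, read in PBS. Timing: 1 h cell adhesion before compound, then overnight fibronectin incubation. Compound: single dose, pinned. Read-out basis: inhibition from reduced deposited-fibronectin fluorescence.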
F508del corr: correctors of CFTR F508del function in bronchial epithelial cells; CFBE cells, YFP halide quenching; stimulated with forskolin plus potentiator P3; % fluorescence drop versus neutral controls; activity (quench increase), % at 7.58 µM; 0.36% of 350,000 active;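 active = mean added fluorescence quench of at least 8% versus neutral control, with both replicates also reaching 8%; inconclusive = only one of the mean or replicate conditions met; inactive = mean below 8% and not both replicates reaching 8%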;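 note: cells transiently co-express mutant CFTR-F508del with the halide-sensitive YFP; corrector assay measuring rescue of mutant channel to the surface after 24 h compound exposure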
PAX8 inh HTS: PAX8 transcriptional activity inhibition | RMG-I TPO-luciferase reporter, SteadyGlo, 24 h | inhibition, % at 12.6 µM | 1.2% of 360,000 active | AID 652154;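 active = mean replicate inhibition at least 60% with every replicate also reaching 60%; inconclusive = only one of the two criteria is met; inactive = mean below 60% and not all replicates reaching 60%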;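 note: luciferase light reporting Pax8 driven TPO promoter activity; plate controls were median of neutral control wells for no effect and mitoxantrone controls for full effect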
EWS-Fli inh: inhibitors of EWS/Fli oncoprotein transcriptional activity. A673 NR0B1-luciferase reporter, viability-normalised. inhibition, % at 12.6 µM. 0.67% of 350,000 active;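 active = mean inhibition of at least 50% after viability correction, with every replicate also passing that limit; inconclusive = mean reaches 50% but only one of two replicates passes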;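 note: firefly luciferase signal divided by Alamar Blue viability fluorescence both relative to DMSO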
miR-122 sensor: miR-122 inhibition in Huh7 cells | 0.3% of 340,000 active | Huh7 miR-122 Renilla luciferase sensor, 48 h; neutral wells = 0, positive control = 100 | AID 602342 | activation (reporter increase), % at 12.5 µM;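 active = mean replicate activation score at least 90 and every replicate individually at or above 90; inconclusive = only one of the two criteria met; inactive = neither criterion met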;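 note: higher luciferase means less miR-122 activity so hits act as miR-122 inhibitors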
DENV2 CPE rescue: inhibitors of DENV2 cytopathic effect. DENV2-infected cells, cytopathic effect rescue, plate reader. CPE inhibition, % at 9.99 µM. 1.7% of 350,000 active; in the data active = CPE inhibition above about 20%, passing the limit was not always enough; inconclusive = no clear call, values can overlap the other calls; tested in BHK-21 cells;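 note: 0% = median of neutral control wells and 100% = median of positive control wells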
GSIS activator: primary screen for activators of insulin secretion dependent on glucose, INS-1E cells, GLuc reporter luminescence. INS-1E GLuc reporter insulin secretion, 2-3 h. activation, % at 16.6 µM. 0.61% of 370,000 active. AID 743287;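 active = lowest replicate activation of at least 40%, so every replicate reaches that level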;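 note: 0% = median of neutral control wells and 100% = median of IBMX positive control wells; some compounds called inactive have numbers as strong as hits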
* = called active by the depositor; [ ] = remark or other dose.

Screening CCN(CC)CC(O)COCCC12CC3CC(CC(C3)C1)C2 (configuration not stated) returned FN deposit inh 1, miR-122 sensor 6 and GSIS activator -7.
O=[N+]([O-])c1ccc(COc2cccc(CN3CCCCC3)c2)cc1 was read as FN deposit inh 1, F508del corr 3.8, PAX8 inh HTS -2, EWS-Fli inh -4, miR-122 sensor -1, DENV2 CPE rescue -4 and GSIS activator 25.
Screening O=C1CC(N2CCN(c3ccc(Cl)cc3)CC2)C(=O)N1c1ccc(F)cc1 (configuration not stated) returned FN deposit inh -3, F508del corr -1.0, PAX8 inh HTS 8, EWS-Fli inh -14, miR-122 sensor -4, DENV2 CPE rescue 3 and GSIS activator -7.
Screening COCC(=O)N(C)C[C@H]1Oc2ncc(Br)cc2C(=O)N([C@H](C)CO)C[C@H]1C returned F508del corr -0.9, PAX8 inh HTS 5, EWS-Fli inh -18, miR-122 sensor 8[16.7 µM], DENV2 CPE rescue 2 and GSIS activator 19.
`N/C(=N\OC(=O)c1cccc(Br)c1)c1ccccn1` gave FN deposit inh -4, F508del corr -4.4, PAX8 inh HTS 7, miR-122 sensor 22, DENV2 CPE rescue -7 and GSIS activator 27.
For C[C@H]1CN([C@@H](C)CO)S(=O)(=O)c2ccc(C3=CCCCC3)cc2O[C@H]1CN(C)Cc1cccc(C(=O)O)c1 the results were FN deposit inh -17, F508del corr 0.2, PAX8 inh HTS -5, EWS-Fli inh 8, miR-122 sensor 14[16.7 µM], DENV2 CPE rescue -1 and GSIS activator 10.
For Cc1ccc(NC(=O)CSc2nc3[nH]ncc3c(=O)[nH]2)cc1 the results were FN deposit inh 2, F508del corr 0.7, PAX8 inh HTS -11, EWS-Fli inh 19, miR-122 sensor 7, DENV2 CPE rescue 16 and GSIS activator -2.
COC(=O)C[C@@H]1CC[C@@H](NC(=O)Nc2ccc(C(F)(F)F)cc2)[C@@H](CO)O1 was read as FN deposit inh -6, F508del corr 3.7, PAX8 inh HTS 1, EWS-Fli inh -65, DENV2 CPE rescue 6 and GSIS activator 4.
Screening C[C@@H]1CN([C@H](C)CO)C(=O)c2cccc(NS(C)(=O)=O)c2O[C@H]1CN(C)C(=O)Nc1ccc(C(F)(F)F)cc1 returned F508del corr 1.9, PAX8 inh HTS -6, EWS-Fli inh 1, miR-122 sensor 3[16.7 µM], DENV2 CPE rescue 4 and GSIS activator -15.
For CC1=CCC(C(=O)O)C(C(=O)NC2CCCCC2)C1 (configuration not stated) the results were FN deposit inh 4, F508del corr -0.2, PAX8 inh HTS 10, EWS-Fli inh -5, miR-122 sensor -1, DENV2 CPE rescue -1 and GSIS activator 17.
For CCN(C[C@@H]1[C@@H](c2ccccc2)[C@H](CO)N1C(C)=O)C(=O)NC(C)C the results were F508del corr -0.7, PAX8 inh HTS -4, EWS-Fli inh -3, miR-122 sensor -36[16.7 µM], DENV2 CPE rescue -7 and GSIS activator 16.
O=C(C[C@@H]1CC[C@H](NC(=O)c2ccc(F)cc2)[C@H](CO)O1)NCCc1ccncc1 was read as F508del corr 0.3, PAX8 inh HTS 0, EWS-Fli inh -2, DENV2 CPE rescue -1 and GSIS activator 17.
`Fc1ccc(CN2CCCCCCC2)cc1F` gave FN deposit inh -4, PAX8 inh HTS -1 and miR-122 sensor -8.
C=CC[C@@H](Cc1ccc(F)cc1)C(=O)OC[C@@H]1CCCN1C(=O)[C@H](CC=C)CC(=O)N(CCO)Cc1ccccc1 was read as FN deposit inh 19, F508del corr -1.0, PAX8 inh HTS 43, EWS-Fli inh -2, miR-122 sensor -14 and DENV2 CPE rescue 10.
Screening COc1ccccc1CNC(=O)C[C@H]1C[C@H]2c3cc(NC(=O)CN(C)C)ccc3O[C@H]2[C@H](CO)O1 returned F508del corr 0.2, PAX8 inh HTS -6, EWS-Fli inh 8, miR-122 sensor -3[16.7 µM], DENV2 CPE rescue 2 and GSIS activator 6.
`CCOc1ccc(NC(=S)N(CCc2c(C)[nH]c3ccc(C)cc23)Cc2ccncc2)cc1` gave FN deposit inh -4, F508del corr 2.7, PAX8 inh HTS 8, EWS-Fli inh 3, miR-122 sensor -2 and DENV2 CPE rescue inconclusive.
O=C(c1ccccn1)N1CC2(C1)[C@@H](c1ccccc1)[C@@H](CO)N2Cc1ccc(Cl)cc1 was read as F508del corr -3.5, EWS-Fli inh -7, DENV2 CPE rescue -4 and GSIS activator -17.
`C[C@@H]1CN([C@@H](C)CO)C(=O)Cc2cc(NS(=O)(=O)c3ccc(F)cc3)ccc2O[C@H]1CN(C)Cc1ccc2c(c1)OCO2` gave F508del corr -2.3, PAX8 inh HTS 34, EWS-Fli inh 15, miR-122 sensor -10[16.7 µM], DENV2 CPE rescue -4 and GSIS activator -26.
For CCC1CCc2sc(C(=O)NNC(=O)c3ccncc3)cc2C1 (configuration not stated) the results were FN deposit inh -1, F508del corr -1.8, PAX8 inh HTS -16, EWS-Fli inh 0, DENV2 CPE rescue inconclusive and GSIS activator -10.
Screening C[C@H]1CN([C@@H](C)CO)C(=O)Cc2cc(NC(=O)Cn3cnnn3)ccc2O[C@H]1CN(C)C returned F508del corr -3.3, PAX8 inh HTS -25, EWS-Fli inh -10, miR-122 sensor 3[16.7 µM], DENV2 CPE rescue 8 and GSIS activator 9.
`Cc1cc2nc(-c3cccnc3SCC(=O)NC(C)C)[nH]c2cc1C` gave FN deposit inh -16, F508del corr 1.3, PAX8 inh HTS -47, EWS-Fli inh -61 and GSIS activator 20.
Screening C[C@H]1CN([C@@H](C)CO)C(=O)Cc2cc(NC(=O)c3ccncc3)ccc2O[C@@H]1CN(C)S(=O)(=O)c1ccccc1 returned FN deposit inh -17, F508del corr -0.7, PAX8 inh HTS -6, EWS-Fli inh -1, miR-122 sensor -4[16.7 µM], DENV2 CPE rescue -5 and GSIS activator 18.
Screening O=C(Nc1cc2c(ccc3ccccc32)oc1=O)C1CCCCC1 returned F508del corr -0.8, EWS-Fli inh -5, miR-122 sensor 1, DENV2 CPE rescue -8 and GSIS activator 3.
For COc1ccc(S(=O)(=O)Nc2ccc3c(c2)C(=O)N([C@@H](C)CO)C[C@H](C)[C@@H](CN(C)CC2CCCCC2)OCCCC[C@H](C)O3)cc1 the results were F508del corr -0.4, PAX8 inh HTS 10, EWS-Fli inh 9, miR-122 sensor -15[16.7 µM], DENV2 CPE rescue 10 and GSIS activator -15.
C[C@@H]1CN([C@H](C)CO)C(=O)c2cc(-c3ccncc3)cnc2O[C@H]1CN(C)Cc1ccc(F)cc1 was read as FN deposit inh -3, F508del corr 1.2, EWS-Fli inh -3, miR-122 sensor 8[16.7 µM], DENV2 CPE rescue -6 and GSIS activator 10.
For CC1CC(=O)Nc2ccccc2N1C(=O)Cn1cnc2ccc(Br)cc2c1=O (configuration not stated) the results were FN deposit inh 2, F508del corr 3.4, PAX8 inh HTS 24, EWS-Fli inh -5, miR-122 sensor -7, DENV2 CPE rescue 3 and GSIS activator -7.
Screening Cc1ccc([N+](=O)[O-])cc1N=Cc1ccc(Br)s1 returned F508del corr 2.3, EWS-Fli inh 10, miR-122 sensor 2, DENV2 CPE rescue -1 and GSIS activator 4.
For O=C(Nc1ccc(N2CCN(c3ccc(C(F)(F)F)cn3)CC2)nc1)c1cccs1 the results were FN deposit inh 3, F508del corr 1.1, PAX8 inh HTS -22, EWS-Fli inh 6 and DENV2 CPE rescue 3.
COc1ccc(C#Cc2cnc3c(c2)C(=O)N([C@H](C)CO)C[C@H](C)[C@H](CN(C)CC2CCOCC2)O3)cc1 was read as FN deposit inh -9, F508del corr -0.5, PAX8 inh HTS 3, EWS-Fli inh 3, miR-122 sensor 3[16.7 µM], DENV2 CPE rescue 0 and GSIS activator 15.
CN1CCN(C(=O)C[C@@H]2CC[C@H]3[C@@H](COC[C@H](O)CN3S(=O)(=O)c3cccc(Cl)c3)O2)CC1 was read as FN deposit inh -14, F508del corr -1.6, PAX8 inh HTS -12, EWS-Fli inh 5, miR-122 sensor 1[16.7 µM], DENV2 CPE rescue -5 and GSIS activator 11.
CCCNC(=O)N1C[C@@H](C)[C@H](OC)CN(C)C(=O)c2ccc(NC(=O)CCC)cc2OC[C@H]1C was read as FN deposit inh 0, F508del corr -0.6, PAX8 inh HTS -11, EWS-Fli inh 1, DENV2 CPE rescue -2 and GSIS activator 4.
Screening O=C(COC(=O)Cc1ccsc1)Nc1ccc(Cl)cn1 returned FN deposit inh 1, F508del corr 2.6, PAX8 inh HTS 6, EWS-Fli inh 4, miR-122 sensor -5 and DENV2 CPE rescue -2.
For Cc1ccccc1CN1C(=O)CS/C1=N/N=C/c1ccco1 the results were FN deposit inh -3, F508del corr 0.7, PAX8 inh HTS -16, EWS-Fli inh 9, DENV2 CPE rescue -3 and GSIS activator -20.
Screening Cn1cc(C[C@H](NC(=O)OC(C)(C)C)C(=O)N[C@H](CO)Cc2ccccc2)c2ccccc21 returned FN deposit inh 10, F508del corr -0.2, PAX8 inh HTS -1, EWS-Fli inh -1, miR-122 sensor -5, DENV2 CPE rescue -8 and GSIS activator -5.
`Cn1c(=O)oc2cc(S(=O)(=O)N3CCC4(CC3)OCCO4)ccc21` gave FN deposit inh -8, PAX8 inh HTS -9 and miR-122 sensor 0.
`COc1ccc2c3c([nH]c2c1)[C@H](CO)N(Cc1ccc(Cl)cc1)CC31CN(Cc2nccs2)C1` gave F508del corr 2.6, PAX8 inh HTS -3, EWS-Fli inh 9, DENV2 CPE rescue 6 and GSIS activator 7.
For O=C(Nc1cccc(F)c1)c1ccc(CSc2ccccc2)o1 the results were FN deposit inh -25, F508del corr -1.9, PAX8 inh HTS 4, EWS-Fli inh -46, DENV2 CPE rescue -5 and GSIS activator -5.
CCCS(=O)(=O)N1CCN(Cc2ccccc2OCC)CC1 was read as FN deposit inh -1, PAX8 inh HTS 3 and miR-122 sensor -4.
Screening COc1ccccc1-c1cnc2c(c1)C(=O)N([C@H](C)CO)C[C@@H](C)[C@H](CN(C)C(=O)c1ccccc1)O2 returned FN deposit inh 3, F508del corr -0.5, PAX8 inh HTS 10, EWS-Fli inh -12, miR-122 sensor 4[16.7 µM], DENV2 CPE rescue 0 and GSIS activator 2.
Cc1ccc(C)c(N2CCN(C(=O)CCc3nc(-c4cccc(C(F)(F)F)c4)no3)CC2)c1 was read as F508del corr 2.1, PAX8 inh HTS -105, EWS-Fli inh -92, miR-122 sensor -1, DENV2 CPE rescue -11 and GSIS activator -12.
Screening CCCCOc1ccc(C(C)NC(=O)CCS(=O)(=O)Cc2ccccc2F)cc1 (configuration not stated) returned FN deposit inh -3, PAX8 inh HTS 3, EWS-Fli inh -11, miR-122 sensor 1, DENV2 CPE rescue 2 and GSIS activator 4.
`CCN(CC)c1ccc(C(=O)NNC(=O)c2cccn2C)cc1` gave F508del corr 5.2, PAX8 inh HTS -88, EWS-Fli inh -76, miR-122 sensor -2, DENV2 CPE rescue -5 and GSIS activator 7.
COc1cccc2sc(Nc3nc(-c4cc5ccccc5oc4=O)cs3)nc12 was read as FN deposit inh -4, PAX8 inh HTS 2, miR-122 sensor 7 and GSIS activator 5.
For CC(Oc1ccccc1)C(=O)Nc1oc(-c2ccco2)c(-c2ccco2)c1C#N (configuration not stated) the results were FN deposit inh 3, F508del corr 0.2, PAX8 inh HTS -6, EWS-Fli inh -4, miR-122 sensor -5, DENV2 CPE rescue -7 and GSIS activator -7.
O=C(C[C@H]1C=C[C@H](NC(=O)C2CCOCC2)[C@@H](CO)O1)NCc1ccncc1 was read as FN deposit inh -18, F508del corr -1.6, PAX8 inh HTS 1, EWS-Fli inh 3, DENV2 CPE rescue -4 and GSIS activator 0.
Screening CC(C)CN1CCN(Cc2cc(F)ccc2-n2cccn2)CC1CCO (configuration not stated) returned FN deposit inh 20, PAX8 inh HTS -2, EWS-Fli inh 6, DENV2 CPE rescue 1 and GSIS activator -9.

An unsorted share of the library (roughly 3.9% active in at least one column).
